Source: PubChem BioAssay
BLM inh: qHTS Assay for Inhibitors of Bloom's syndrome helicase (BLM). recombinant BLM DNA unwinding, fluorescence dequenching. Potency, µM (top dose mostly 56.1 µM), for the others: at the top dose activity change, negative = inhibition, usual class: inhibitors. actives 0.2% (n = 350,000);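 further: potency means the concentration at half of the fitted maximal effect; plate controls were vehicle for no effect and no enzyme for full effect; nearly all actives have a fitted effect of over 35% in size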
LDHA inh: qHTS assay for inhibitors of human lactate dehydrogenase; activity change, % (values are at about 110 or 230 µM); actives 0.15% (n = 480,000); AID 1347041, 2019; purified LDHA, NADH/diaphorase-resazurin fluorescence; active compounds read low; in the data active means activity change below about -30%; inconclusive means mostly about -25% to -30%;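 further: plate controls were DMSO wells for no effect and wells without enzyme for full effect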
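Remaining NADH was detected by diaphorase (0.133 mg/mL) converting 37 µM resazurin to fluorescent resorufin, read at 0 and 20 minutes. The preceding 5-minute room-temperature reaction used 2 nM LDHA, 0.2 mM sodium pyruvate and 0.06 mM NADH at pH 7.4.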
Pol eta inh: qHTS for Inhibitors of Polymerase Eta. DNA polymerase eta (Homo sapiens), Q9Y253. recombinant Pol eta, fluorescent DNA replication assay. Potency, µM (titrated, usually from 114 µM), inactives show at the top dose activity change, negative = inhibition, hits mostly inhibitors. actives 1.2% (n = 390,000). AID 588591, 2011; further: potency means the concentration at half of the fitted maximal effect; on the % scale 0 is the no-effect control and ±100 the full control effect
Target sequence (Q9Y253 whole entry, looked up): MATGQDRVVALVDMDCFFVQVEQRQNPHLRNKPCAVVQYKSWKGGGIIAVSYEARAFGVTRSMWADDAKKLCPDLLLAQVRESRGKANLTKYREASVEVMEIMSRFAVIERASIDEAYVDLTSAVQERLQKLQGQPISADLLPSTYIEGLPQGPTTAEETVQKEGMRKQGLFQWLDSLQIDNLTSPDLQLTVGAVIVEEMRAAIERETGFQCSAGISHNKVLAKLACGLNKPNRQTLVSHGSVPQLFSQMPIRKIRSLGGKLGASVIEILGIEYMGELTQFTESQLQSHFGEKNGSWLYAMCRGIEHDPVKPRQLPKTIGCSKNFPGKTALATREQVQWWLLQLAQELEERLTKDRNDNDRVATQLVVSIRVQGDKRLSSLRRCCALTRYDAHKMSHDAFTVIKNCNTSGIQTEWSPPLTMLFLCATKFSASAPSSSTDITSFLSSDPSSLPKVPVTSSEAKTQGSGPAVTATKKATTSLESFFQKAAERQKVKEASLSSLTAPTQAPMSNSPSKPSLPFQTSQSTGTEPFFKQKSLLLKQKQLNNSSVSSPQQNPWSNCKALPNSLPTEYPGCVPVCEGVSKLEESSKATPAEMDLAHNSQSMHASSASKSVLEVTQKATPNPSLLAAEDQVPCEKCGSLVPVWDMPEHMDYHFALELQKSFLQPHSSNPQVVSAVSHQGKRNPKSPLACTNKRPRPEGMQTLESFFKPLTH
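Pol eta at 10 nM preincubated with compounds 15 min at room temperature; reaction started with fluorescent substrate (50 nM final) and read kinetically at 0 and 10 min.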
POLI inh: qHTS for Inhibitors of Polymerase Iota. DNA polymerase iota (Homo sapiens), Q9UNA4. Pol iota fluorescent replication assay, 10 min. Potency, µM (titrated, usually from 115 µM), for the others: at the top dose activity, negative = inhibition, most hits filed as inhibitors. actives 1% (n = 390,000); further: potency means the concentration at half of the fitted maximal effect
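Pol iota at 10 nM preincubated 15 min with compounds at room temperature; reaction started with fluorescent substrate, 50 nM final. Fluorescence read kinetically at 0 and 10 min; buffer-only wells as negative control.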
GRP78 ERSR act: qHTS for Inducers of the Endoplasmic Reticulum Stress Response (ERSR) in Human Glioma: qHTS | U87-MG GRP78 promoter luciferase reporter, 16 h | Potency, µM, for inactives: top-dose activation, most hits filed as activators | actives 0.02% (n = 420,000) | AID 602332, 2012; further: potency means the concentration at half of the fitted maximal effect; series mostly up to about 76 µM; % of control where 0% means no effect; nearly all actives have a fitted effect of over 35% in size
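Stably transfected U87-MG human glioma cells carrying a GRP78-based luminescent sensor were seeded at 1000 cells/well, pin-dosed with compounds and incubated 16 h. Luciferase reagent was then added, and end-point luminescence was read after 10 min at room temperature.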
Pol beta inh: qHTS Assay for Inhibitors of DNA Polymerase Beta. Pol beta primer extension/strand displacement, fluorescence kinetic. Potency, µM (series often up to 114 µM), for inactives: top-dose activity change, negative = inhibition, most hits filed as inhibitors. actives 1.3% (n = 340,000). P06746. AID 485314, 2010; further: potency means the concentration at half of the fitted maximal effect; on the % scale 0 is the no-effect control and ±100 the full control effect
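Pol beta (10 nM) and compounds were preincubated 15 min at room temperature, then 50 nM substrate (final) started primer extension/strand displacement. Reads were taken at 0 and 10 min; concentration-response data were fitted to a four-parameter Hill equation.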
Anesthetic bind: qHTS Assay for Identification of Novel General Anesthetics. Ferritin light chain (Equus caballus), P02791. Potency, µM (highest dose often 77.5 µM), for inactives: top-dose activity change, negative = displacement, actives largely listed as inhibitors. actives 0.074% (n = 350,000). apoferritin/1-aminoanthracene competitive binding, fluorescence; further: potency means the concentration at half of the fitted maximal effect; on the % scale 0 is the no-effect control and ±100 the full control effect; nearly all actives have a fitted effect of over 20% in size
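Read-out: endpoint 1-AMA fluorescence, excitation 380 nm and emission 535 nm, after compounds sit 10 min at room temperature with 10 uM horse-spleen apoferritin in 50% saturated 1-AMA/PBS. Values come from four-parameter Hill fits.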
Pol kappa inh: qHTS for Inhibitors of Polymerase Kappa | purified Pol kappa, fluorescent DNA synthesis assay, 10 min | Potency, µM (doses to about 107 µM), for inactives: at the top dose activity, negative = inhibition, actives largely listed as inhibitors | actives 0.53% (n = 400,000); further: potency means the concentration at half of the fitted maximal effect; on the % scale 0 is the no-effect control and ±100 the full control effect
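First, compounds were pin-transferred onto 10 nM Pol kappa. After 15 min at room temperature, substrate was added to 50 nM final. Fluorescence was then measured kinetically at 0 and 10 min.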
APE1 inh: qHTS Assay for Inhibitors of the Human Apurinic/apyrimidinic Endonuclease 1 (APE1); DNA repair nuclease/redox regulator APEX1 (Homo sapiens), P27695; recombinant APE1, TAMRA/BHQ-2 abasic DNA cleavage fluorescence; Potency, µM (titrated, usually from 65.8 µM), for inactives: top-dose activity change, negative = inhibition, most hits filed as inhibitors; actives 0.35% (n = 350,000); AID 2517, 2012;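 further: potency means the concentration at half of the fitted maximal effect; plate controls were vehicle for no effect and reference inhibitor for full effect; nearly all actives have a fitted effect of over 55% in size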
Target sequence (P27695 whole entry, looked up): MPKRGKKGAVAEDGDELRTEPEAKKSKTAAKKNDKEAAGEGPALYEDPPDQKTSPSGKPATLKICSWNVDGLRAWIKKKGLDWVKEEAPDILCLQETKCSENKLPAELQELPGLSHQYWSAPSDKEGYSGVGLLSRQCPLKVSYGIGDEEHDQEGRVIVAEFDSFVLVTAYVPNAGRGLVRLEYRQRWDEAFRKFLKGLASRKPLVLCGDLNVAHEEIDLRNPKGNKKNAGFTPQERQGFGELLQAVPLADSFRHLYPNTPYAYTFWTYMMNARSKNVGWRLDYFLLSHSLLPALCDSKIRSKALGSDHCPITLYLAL
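Enzyme (0.75 nM final) and test compound are incubated 15 min at room temperature before adding 50 nM quenched THF abasic-site duplex. Cleavage dequenches TAMRA, followed at 525/598 nm over three reads one minute apart.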
Active calls of the source: *; ? = inconclusive; nt = not tested or not shown; & = joins results of further samples; [ ] = dose if it differs, or a comment. Unless noted, the call rests on the fitted dose curve; in most records, active means well fitted curve in the direction sought with a large enough effect; inconclusive means small, poorly fitted or top-dose-only effect, or another doubt; inactive means no such curve, though single readings can be large; an effect the other way counts as inactive or inconclusive. An excerpt; count on the stated rates, not on these rows.

No.	canonical_smiles	BLM inh	LDHA inh	Pol eta inh	POLI inh	GRP78 ERSR act	Pol beta inh	Anesthetic bind	Pol kappa inh	APE1 inh
1	CCCCCCCC(=O)OCC(O)CO (stereo not drawn)	1%&-4%&1%	-7	-10%	5%	1%&-3%&2%	28%	-15%	4%	4%&1%
2	CN1C(=O)C(Cc2cccs2)C(=O)N(C)C1=O	0%	0	11%	-1%	-4%	-14%	-9%	-4%[60.1 µM]	2%
3	C[C@@H]1O[C@@H](O[C@H]2C[C@@H](O)[C@]3(CO)[C@H]4[C@H](O)C[C@]5(C)[C@@H](C6COC(=O)C6)CC[C@]5(O)[C@@H]4CC[C@]3(O)C2)[C@H](O)[C@H](O)[C@H]1O (stereo partly drawn)	-1%	-3	-8%	-27%	-6%	10%	-5%	16%	-9%
4	CCc1cc2c(s1)N(CC(=O)OC)C(=O)CN=C2c1ccccc1OC	-1%	-2	-16%	12%	-2%	14%	-9%	-5%	-1%
5	Cc1ccc(Cl)cc1NC(=O)N(Cc1ccc2c(c1)OCO2)C1CCN(Cc2ccccc2)CC1	-7%	-3	-12%	-5%	-2%	30%	-1%	-5%	nt
6	COC(=O)Cc1cc(=O)n(-c2ccccc2)[nH]1	-3%	2	-10%	?	-3%	-6%	-1%	?	-4%
7	N[C@@H](Cn1cc(I)c(=O)[nH]c1=O)C(=O)O	0%	nt	-3%[57.1 µM]	4%[58.9 µM]	-4%	17%[57.1 µM]	nt	-9%[19.4 µM]	3%&-8%
8	CCCCC1(CCC)C(=O)NC(=S)NC1=O	nt	0	-4%	-3%	-3%	nt	nt	-14%	nt
9	CCOC(C(=O)OCCCN(CC)CC)(c1ccccc1)c1ccccc1	-3%	1	-7%	3%	-1%	31%	-10%	-7%	-3%
10	O=S(=O)(NC1CN2CCC1CC2)c1ccc(Cl)cc1 (stereo not drawn)	2%	-10	-17%	53%[activator]	-2%	34%	-11%	-10%	13%
11	COC(=O)c1cc2c(s1)=NC=NP=2(N1CCOCC1)N1CCOCC1	1%	0&-15	-16%&-2%	-15%&-6%	-5%&0%	12%	-1%	-3%&-2%	4%
12	Cc1nc2ccccc2c(=O)n1-c1cc([N+](=O)[O-])cc([N+](=O)[O-])c1	-6%	4	-14%	19%	-2%	14%	-13%	0%	40%
13	Cc1c(N=Nc2c(O)n(C)c(=O)n(C)c2=O)c(=O)n(-c2ccccc2)n1C	-2%	-2	-17%	26%	-2%	5%	7%	-4%	3%
14	CC(C)CN1CC2(CCN(C(=O)c3ccncc3)CC2)C1	-9%	nt	nt	nt	-2%	nt	nt	-7%[60.1 µM]	1%
15	COc1ccc(CCN)cc1O	nt	-8	-3%[57.1 µM]	-5%[58.9 µM]	-1%&-2%	9%[57.1 µM]	nt	-1%	11%&-2%
16	COC(=O)C1=C(c2ccc(S(C)(=O)=O)cc2)C[C@@H]2CC[C@H]1N2C(=O)NCCNC(C)=O	nt	-1	-13%	-9%	-6%	nt	nt	4%	nt
17	C[C@]12CCC(=O)C=C1C=C[C@@H]1[C@@H]2CC[C@@]2(C)[C@H]1CC[C@@]2(O)CCC(=O)O	nt	-9	0%	-14%	-1%	nt	nt	-12%	25%
18	CS(=O)(=O)CCN1CC2CCCC(C2)C1	nt	-5	-22%	11%	-6%	nt	nt	-3%	nt
19	CN1/C(=C\C=C2C(=O)NC(=O)NC2=O)C(C)(C)c2ccccc21	2%	1	1%	19%	-4%	11%	-8%	5%	3%
20	Cc1cc(C=O)c(C)n1CC1CCCO1 (stereo not drawn)	1%	-3	-9%	13%	-5%	-18%	-7%	-16%	-1%
21	CN(C)P1(N(C)C)=Nc2c(c(N)nn2C)C(c2ccccc2)=N1	0%	0&-5	3%&-10%	1%&23%	-2%&-2%	14%	-15%	-5%&-4%	-7%
22	C1=C(c2c[nH]c3ccccc23)CCNC1	-7%	nt	nt	nt	nt	-1%	-16%	nt	6%
23	NC(=O)[C@@H]1CCCN1C(=O)[C@H](Cc1ccccc1)NC(=O)[C@@H]1CCCN1C(=O)[C@@H](N)Cc1ccc(O)cc1	nt	nt	nt	nt	-3%	nt	4%	7%[19.4 µM]	-7%
24	CCc1ccc(N2C(=O)NC(=O)/C(=C/c3ccsc3)C2=O)cc1	-6%	nt	nt	nt	nt	14%	-5%	nt	2%
25	Nc1ccc(S(=O)(=O)N2CCCCC2c2cccnc2)cc1 (stereo not drawn)	3%	-1	-17%	27%	-1%	15%	-1%	4%	-2%
26	COc1cccc(C(=O)Nc2ccc(-c3cc(C(F)(F)F)nn3-c3ccccc3)cc2)c1	-10%	0	-23%	?	-6%	10%	-10%	?	nt
27	CC(=O)[C@@]1(O)CCC2C3CC=C4C[C@@H](O)CC[C@]4(C)C3CC[C@@]21C (stereo partly drawn)	nt	-3	-16%	52%[activator]	-4%	nt	nt	-12%	-7%
28	CCCC1(CC(C)C)C(=O)NC(=S)NC1=O	nt	-6	-10%	-2%	1%	nt	nt	-3%	nt
29	O=P(O)(O)C(Cl)(Cl)P(=O)(O)O	-6%	nt	-8%[57.1 µM]	4%[58.9 µM]	-1%&-3%	11%[57.1 µM]	nt	1%[60.1 µM]	0%
30	O=C1CC(c2ccc(O)cc2)Oc2cc(O)cc(O)c21 (stereo not drawn)	-4%&-4%&4%	-6	3%	26%	5%&2%&3%	0%	?	-2%	-3%&-3%&18%
31	CN(C)C1=NC(N(C)C)=NP(N(C)C)(N(C)C)=N1	0%	3	-12%	-12%	-3%	28%	-8%	-4%	4%
32	COC(=O)C1=C(c2cccc(OC)c2OC)C[C@@H]2CC[C@H]1N2C(=O)NCc1cccc2ccccc12	nt	1	-25%	21%	-1%	nt	nt	-2%	nt
33	Cc1c(P(=S)(c2ccccc2)c2ccccc2)[n+]2ccccc2n1C	-9%	?	-15%	-2%	-1%&-4%	3%	-11%	-7%	-1%
34	CCC(=NCCCN(CC)CC)c1c(O)n(-c2ccccc2)c(=O)[nH]c1=O	1%	4	-8%	-7%	-5%	7%	-9%	1%	4%
35	CC(C)(C)c1nc(N2CCN(C(=O)c3ccco3)CC2)c2nnn(Cc3ccccc3Cl)c2n1	-15%	6	-23%	-2%	-5%	0%	3%	-9%	2%
36	CC(C)NC(=O)C(C)N1CCN(S(=O)(=O)c2ccc3ccccc3c2)CC1 (stereo not drawn)	6%	?	11%	39%[activator]	-3%	3%	4%	2%	-1%
37	Cc1cc(C=C2C(=O)N(C)C(=S)N(C)C2=O)c(C)n1-c1ccncc1	-9%	1	35µM*	-95%	-4%	?	5%	-37%	-4%
38	CC(C)C[C@H]1C(=O)N2CCC[C@H]2[C@]2(O)O[C@](NC(=O)C3C=C4c5cccc6[nH]c(Br)c(c56)C[C@H]4N(C)C3)(C(C)C)C(=O)N12 (stereo partly drawn)	nt	3	-5%	0%	0%	nt	nt	-4%	nt
39	CC(=O)C1CCC2C3C(N4CC4)CC4=CC(=O)CCC4(C)C3CCC12C (stereo not drawn)	nt	-5	-1%	14%	-2%	nt	nt	2%	nt
40	O=C1NC(=O)C(CCc2ccncc2)(Cc2ccc([N+](=O)[O-])cc2)C(=O)N1	4%	-3	-12%	-4%	-6%	23%	0%	3%	3%
41	Cc1ccc(-n2c(O)c(C=NCc3ccccn3)c(=O)[nH]c2=S)cc1	-1%	-4	-13%	28%	-2%	18%	12%	8%	-5%
42	O=C(Nc1nc2c(s1)CCCC2)Oc1ccccc1	1%	-2	-21%	27%	2%	-15%	3%	5%	0%
43	Cc1ccc(CN2CCC3CCC(C3)C2)c(O)c1 (stereo not drawn)	nt	-6	-9%	92%[activator]	-4%	nt	nt	-2%	nt
44	CC1OC(OC2CC(O)C3(CO)C4C(O)CC5(C)C(C6=CC(=O)OC6)CCC5(O)C4CCC3(O)C2)C(O)C(O)C1O (stereo not drawn)	nt	-7	-1%	11%	-7%	nt	nt	-5%	nt
45	O=C1C2CC=CCC2C(=O)N1SC(Cl)(Cl)Cl (stereo not drawn)	4%	nt	nt	nt	-12%	nt	nt	0%[60.1 µM]	-2%&2%
46	C[C@]1(O)CC[C@H]2[C@@H]3CCC4=CC(=O)CC[C@]4(C)[C@@]3(F)[C@@H](O)C[C@@]21C	nt	-1	-17%	18%	-1%	nt	nt	-3%	17%
47	OC(CN1CCCCC1)c1c[nH]c2ccccc12 (stereo not drawn)	7%	-5	-3%	-24%	-2%	2%	-8%	-17%[60.1 µM]	30%[activator]
48	Cc1ccc(NC(=O)[C@@H](NC(=O)N2C[C@H]3C[C@@H](C2)c2cccc(=O)n2C3)C(C)C)cc1	-2%	-5	-20%	52%[activator]	0%	3%	-4%	10%	6%
49	O=S(=O)(c1ccccc1)N1CC1c1ccccc1 (stereo not drawn)	-6%	-6	-16%	2%	-1%	-16%	1%	2%	-6%
50	O=Cc1cn(Cc2ccccc2[N+](=O)[O-])c2ccccc12	-3%	-4	-24%	-18%	-5%	2%	-23%	-8%	-10%

Results in APE1 inh, GRP78 ERSR act and POLI inh, for 3 of the compounds above:
| # | structure | APE1 inh | GRP78 ERSR act | POLI inh |
| --- | --- | --- | --- | --- |
| 45 | O=C1C2CC=CCC2C(=O)N1SC(Cl)(Cl)Cl (stereo not drawn) | -2%&2% | -12% | nt |
| 46 | C[C@]1(O)CC[C@H]2[C@@H]3CCC4=CC(=O)CC[C@]4(C)[C@@]3(F)[C@@H](O)C[C@@]21C | 17% | -1% | 18% |
| 47 | OC(CN1CCCCC1)c1c[nH]c2ccccc12 (stereo not drawn) | 30%[activator] | -2% | -24% |
